Compound activity as filed in PubChem BioAssay.
KinaseGlo FLuc: Kinase-Glo luciferase inhibition (counter-screen). Q27757. Kinase-Glo luciferase, ATP luminescence, 8 min. Potency, µM (top dose mostly 38.3 µM), for inactives: at the highest dose activity change, negative = inhibition, actives largely listed as inhibitors. 0.28% of 200,000 active. AID 1379; note: potency is the fitted concentration of half-maximal effect; % is set by controls: 0 for no effect and ±100 for the full control effect; nearly all actives have a fitted effect of over 60% in size
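Compound is pinned into ATP-containing buffer (10 uM ATP, imidazole pH 7.2, 7 mM MgCl2). Kinase-Glo luciferase reagent is then added. Light output is recorded following an 8-min room-temperature incubation.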
NPSR antag: blocks cAMP signaling of the human neuropeptide S receptor; Q6W5P4; CHO-NPSR cells, cAMP TR-FRET, antagonist mode; Potency, µM (doses to about 38.3 µM), inactives show at the top dose activity change, negative = inhibition, most hits filed as inhibitors; 1% of 220,000 active; note: potency is the fitted concentration of half-maximal effect; % is set by controls: 0 for no effect and ±100 for the full control effect; nearly all actives have a fitted effect of over 50% in size; many of its hits are not listed in these tables
Target sequence (Q6W5P4 whole entry, looked up): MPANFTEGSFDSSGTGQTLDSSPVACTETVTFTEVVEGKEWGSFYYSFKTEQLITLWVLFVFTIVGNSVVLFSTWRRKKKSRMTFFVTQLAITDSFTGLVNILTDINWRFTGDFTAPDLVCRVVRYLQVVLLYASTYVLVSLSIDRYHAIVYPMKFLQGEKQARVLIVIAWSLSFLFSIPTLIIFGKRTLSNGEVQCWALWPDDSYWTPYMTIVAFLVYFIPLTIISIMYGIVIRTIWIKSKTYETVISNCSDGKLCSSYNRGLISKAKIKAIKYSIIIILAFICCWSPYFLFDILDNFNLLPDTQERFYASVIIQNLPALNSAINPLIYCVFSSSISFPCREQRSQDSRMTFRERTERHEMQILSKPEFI
IMPase Li inh: cell-permeable IMPase inhibitors with lithium potentiation; CHO-M1 cells, IP1 TR-FRET (IP-One), carbachol + lithium; Potency, µM (doses to about 59.4 µM), inactives show at the highest dose activity, negative = IMPase inhibition, usual class: inhibitors; 0.35% of 210,000 active; AID 1457;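 note: IP1 builds up when IMPase is blocked and the TR-FRET signal falls; potency is the fitted concentration of half-maximal effect; plate controls were basal vehicle for no effect and high inhibitor control for full effect; nearly all actives have a fitted effect of over 50% in size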
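CHO-M1, 2000 cells/well, 16–30 h culture; cpd + low Li+, 30 min 37C; lysis with d2-IP1/Eu-anti-IP1 Ab, 10 min RT; TR-FRET 665/620 ratio and 620 channel; AC50 via Hill.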
HttQ103 aggreg: mutant huntingtin aggregation inhibition. PC12 HttQ103-GFP aggregates, Acumen cytometry, 40 h. 1.1% of 220,000 active. Potency, µM (titrated, usually from 46.1 µM), for the others: top-dose activity change, negative = inhibition, actives largely listed as inhibitors; note: potency is the fitted concentration of half-maximal effect; % is set by controls: 0 for no effect and ±100 for the full control effect; nearly all actives have a fitted effect of over 60% in size
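Huntingtin Q103 exon 1–GFP aggregates in induced PC12 cells (100 nM tebufenozide) were quantified by cytometry from lysates, with compounds dosed in titration.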
CBFb RUNX1 block: blocks binding between human CBF-beta and RUNX1. Q01196+Q13951. AlphaScreen CBFb-His/RUNX1-biotin binding, biochemical. Potency, µM (series often up to 59.8 µM), for inactives: top-dose activity, negative = inhibition, hits mostly inhibitors. 230,000 tested, under 10 active. AID 1477; note: % of control where 0% means no effect
Target sequence (Q01196 whole entry, looked up): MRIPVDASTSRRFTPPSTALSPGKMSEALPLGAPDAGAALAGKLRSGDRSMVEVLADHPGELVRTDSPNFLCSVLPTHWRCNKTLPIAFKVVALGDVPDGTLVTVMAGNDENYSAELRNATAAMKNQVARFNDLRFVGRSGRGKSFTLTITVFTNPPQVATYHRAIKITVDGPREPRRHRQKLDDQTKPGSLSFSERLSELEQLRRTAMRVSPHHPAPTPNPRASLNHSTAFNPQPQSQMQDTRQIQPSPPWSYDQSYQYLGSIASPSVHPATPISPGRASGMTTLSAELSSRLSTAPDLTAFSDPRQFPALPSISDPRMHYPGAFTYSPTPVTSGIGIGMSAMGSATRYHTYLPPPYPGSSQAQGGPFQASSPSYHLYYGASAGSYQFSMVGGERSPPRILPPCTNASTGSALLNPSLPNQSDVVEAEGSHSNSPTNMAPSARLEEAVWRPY
Target sequence (Q13951 whole entry, looked up): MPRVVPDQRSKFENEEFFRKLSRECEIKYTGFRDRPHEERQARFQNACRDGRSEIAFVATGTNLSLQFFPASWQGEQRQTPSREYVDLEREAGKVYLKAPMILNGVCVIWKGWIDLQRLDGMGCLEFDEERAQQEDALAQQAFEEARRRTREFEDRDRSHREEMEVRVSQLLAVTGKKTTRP
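Compounds were screened at multiple concentrations against a preformed CBF-beta(His)/RUNX1(biotin) complex (30 nM of each) for 15 min at room temperature, followed by 90 min with nickel and streptavidin beads and AlphaScreen reading.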
Epigenetic derep: derepresses silenced GFP reporter in murine cells; murine LDR cells, GFP reporter derepression, 30 h; Potency, µM (highest dose often 53.9 µM), without a hit: at the highest dose GFP activation, usual class: activators; 0.2% of 280,000 active; AID 1865; note: potency is the fitted concentration of half-maximal effect; % of control where 0% means no effect; nearly all actives have a fitted effect of over 60% in size
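Readout is the number of GFP-expressing murine LDR cells, counted by cytometry following washing. Cells were treated with compound for 30 h at 37 C; the stably integrated CMV-GFP locus is normally silent.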
L3MBTL1 block: L3MBTL1 (human) inhibition. Potency, µM (doses to about 57.1 µM), for the others: top-dose activity, negative = inhibition, hits mostly inhibitors. 0.66% of 230,000 active. AlphaScreen L3MBTL1–H3K9me1 peptide binding; note: potency is the fitted concentration of half-maximal effect; % is set by controls: 0 for no effect and ±100 for the full control effect; nearly all actives have a fitted effect of over 60% in size
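First, the protein-peptide complex forms for 30 min at room temperature (L3MBTL1 50 nM, biotinylated H3K9me1 peptide 75 nM). Next, compounds are pin-transferred and incubated 30 min. Finally, AlphaScreen beads are added and read after 30 min.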
Active calls of the source: *; & = joins results of further samples; [ ] = dose if it differs, or a comment. Calls come from the whole dose curve; as a rule, active = well fitted curve in the direction sought with a large enough effect; inconclusive = small, poorly fitted or top-dose-only effect, or another doubt; inactive = no such curve, though single readings can be large; an effect the other way counts as inactive or inconclusive. This is a subset (hit frequency here may not be typical).

Preview (2 entries):
Screening CC(C)(C)C(O)(CC#CCN1CCCC1)c1ccccc1 (configuration not stated) returned KinaseGlo FLuc -3%, NPSR antag -14%, IMPase Li inh 27%, HttQ103 aggreg 2%[9.22 µM], CBFb RUNX1 block 7%, Epigenetic derep -7.1% and L3MBTL1 block -7%.
For NNC(=O)C1CCCn2c1nc1sc3c(c1c2=O)CCCC3 (configuration not stated) the results were KinaseGlo FLuc -5%, NPSR antag -14%[46.1 µM], IMPase Li inh 0%[38.3 µM], HttQ103 aggreg -5%[9.22 µM], CBFb RUNX1 block -4% and Epigenetic derep 0.0%.

This part in full, previewed entries included:
Screening CC(C)(C)C(O)(CC#CCN1CCCC1)c1ccccc1 (configuration not stated) returned KinaseGlo FLuc -3%, NPSR antag -14%, IMPase Li inh 27%, HttQ103 aggreg 2%[9.22 µM], CBFb RUNX1 block 7%, Epigenetic derep -7.1% and L3MBTL1 block -7%.
For NNC(=O)C1CCCn2c1nc1sc3c(c1c2=O)CCCC3 (configuration not stated) the results were KinaseGlo FLuc -5%, NPSR antag -14%[46.1 µM], IMPase Li inh 0%[38.3 µM], HttQ103 aggreg -5%[9.22 µM], CBFb RUNX1 block -4% and Epigenetic derep 0.0%.
`Cc1ccccc1NC(=O)/C=C/c1cccc(C(F)(F)F)c1` gave NPSR antag -3%[46.1 µM], HttQ103 aggreg 0%, CBFb RUNX1 block 8%, Epigenetic derep 0.9% and L3MBTL1 block 9%.
`CCCSc1nnc(-c2ccccc2N)c(=O)[nH]1` gave KinaseGlo FLuc 0%, NPSR antag 3%[46.1 µM], IMPase Li inh 22%[38.3 µM], HttQ103 aggreg 13%, CBFb RUNX1 block 0% and Epigenetic derep 0.0%.
COc1ccc(C(=O)NCc2nnc(SCC(=O)N3CCCc4ccccc43)o2)cc1OC was read as KinaseGlo FLuc 3%, NPSR antag -5%, IMPase Li inh 6%, HttQ103 aggreg -2%, CBFb RUNX1 block 4% and Epigenetic derep -0.3%.
CCOC(=O)C1CCCN(C(=O)c2ccc(CS(=O)(=O)c3ccc(C)cc3)o2)C1 (configuration not stated) was read as KinaseGlo FLuc 18%, NPSR antag -10%[46.1 µM], IMPase Li inh 0%[38.3 µM], HttQ103 aggreg 13%, CBFb RUNX1 block -9% and Epigenetic derep -0.2%.
Screening C/C(=N\NC(=O)CNc1cccc(Cl)c1C)c1cccs1 returned KinaseGlo FLuc -2%, NPSR antag 3%, IMPase Li inh -8%, HttQ103 aggreg 31%[9.22 µM], CBFb RUNX1 block 15%, Epigenetic derep 1.0% and L3MBTL1 block 16%.
Screening CCN1C(=O)C(C(=O)c2ccccc2)SC1=S (configuration not stated) returned KinaseGlo FLuc 2%, NPSR antag -3%, IMPase Li inh 7%, HttQ103 aggreg -9%, CBFb RUNX1 block 4%, Epigenetic derep -2.7% and L3MBTL1 block -28%.
Screening O=C(Nc1ccc(S(=O)(=O)N2CCc3ccccc32)cc1)c1ccc2c(c1)OCO2 returned KinaseGlo FLuc 7%, NPSR antag -16%[46.1 µM], IMPase Li inh 12%, HttQ103 aggreg inconclusive, CBFb RUNX1 block 1%, Epigenetic derep -3.4% and L3MBTL1 block -3%.
Screening Cc1cccc(Nc2c([N+](=O)[O-])cc(C(=O)N3CC(=O)Nc4ccccc43)cc2[N+](=O)[O-])c1 returned KinaseGlo FLuc -4%, NPSR antag -26%, IMPase Li inh 13%, HttQ103 aggreg inconclusive, CBFb RUNX1 block inconclusive, Epigenetic derep -1.5% and L3MBTL1 block -7%.
CC(=O)Nc1ccc(-c2csc(Nc3ncccn3)n2)cc1 was read as KinaseGlo FLuc -1%, NPSR antag 3%, IMPase Li inh 3%, HttQ103 aggreg 35%, CBFb RUNX1 block -1%, Epigenetic derep -0.5% and L3MBTL1 block 1%.
CCn1nc(C(=O)Nc2nc3ccc(C)cc3s2)c2ccccc2c1=O was read as KinaseGlo FLuc -4%, NPSR antag -3%[46.1 µM], IMPase Li inh 17%[38.3 µM], HttQ103 aggreg -6%, CBFb RUNX1 block 1% and Epigenetic derep 0.0%.
For Cc1ccc(C(=O)N/C(=C\c2cccs2)C(=O)NCCCn2ccnc2)cc1 the results were KinaseGlo FLuc -1%, NPSR antag 11%, IMPase Li inh 6%, HttQ103 aggreg -10%, CBFb RUNX1 block -4%, Epigenetic derep -3.2% and L3MBTL1 block -7%.
For CC1CCC/C(=C(\C#N)c2nc(-c3cc4ccccc4oc3=O)cs2)C1 (configuration not stated) the results were KinaseGlo FLuc 1%, NPSR antag -37%, IMPase Li inh 11%, HttQ103 aggreg -9%, CBFb RUNX1 block 22%, Epigenetic derep -0.6% and L3MBTL1 block 9%.
For COc1ccc(N2C(=O)C3ON(C4SC(=S)N(C)C4(C)C)C(c4ccc(Cl)cc4)C3C2=O)cc1 (configuration not stated) the results were KinaseGlo FLuc -1%, NPSR antag 6%, IMPase Li inh -3%, HttQ103 aggreg inconclusive, CBFb RUNX1 block 1%, Epigenetic derep 2.3% and L3MBTL1 block 5%.
NC(=O)CC(NC(=O)c1ccccc1)c1ccc(NCCc2ccc(Cl)cc2)c([N+](=O)[O-])c1 (configuration not stated) was read as NPSR antag -15%, HttQ103 aggreg 15%[9.22 µM], CBFb RUNX1 block -15% and Epigenetic derep inconclusive.
Cc1ccc(C(=O)NC(C)c2ccccc2)o1 (configuration not stated) was read as KinaseGlo FLuc 0%, NPSR antag 9%, IMPase Li inh 4%, HttQ103 aggreg 4%, CBFb RUNX1 block -2%, Epigenetic derep -1.0% and L3MBTL1 block 15%[11.4 µM].
For CCc1ccc(-c2nc(CCl)cs2)cc1 the results were NPSR antag 10%[46.1 µM], HttQ103 aggreg -22%, CBFb RUNX1 block 0%, Epigenetic derep -0.9% and L3MBTL1 block 18%.
Screening CCCCC1=CC2=C(c3ccco3)C(=O)C(C)(OC(=O)c3ccc(OC)cc3)C(=O)C2=CN1CCc1c[nH]c2ccccc12 (configuration not stated) returned KinaseGlo FLuc 1%[7.66 µM], IMPase Li inh -5% and CBFb RUNX1 block 6%[13.1 µM].
For CC(C)(C)OC(=O)N1CCOCCOCCN(C(=O)OC(C)(C)C)CCOCC1 the results were KinaseGlo FLuc -2%, NPSR antag -6%[46.1 µM], IMPase Li inh -2%[38.3 µM], HttQ103 aggreg 2%, CBFb RUNX1 block 6%, Epigenetic derep 1.6% and L3MBTL1 block -1%.
Screening COc1cccc(OCC(O)CN2CCN(CCO)CC2)c1 (configuration not stated) returned KinaseGlo FLuc 1%, NPSR antag -3%[46.1 µM], IMPase Li inh 5%[38.3 µM], HttQ103 aggreg -5%, CBFb RUNX1 block 8%, Epigenetic derep -13% and L3MBTL1 block 14%.
Screening Cc1nn(-c2cccc([N+](=O)[O-])c2)c(N)c1-c1ccccc1 returned KinaseGlo FLuc -2%, NPSR antag -12%, IMPase Li inh 9%, HttQ103 aggreg 4%, CBFb RUNX1 block -26%, Epigenetic derep -0.4% and L3MBTL1 block -16%.
Screening CCCCCCN(C(=O)CCCCCN1C(=O)NC(c2ccc(C(C)(C)C)cc2)C(C(=O)OCc2ccccc2)=C1C)C(C(=O)NCCCC)c1ccc(OCC(=O)OC)c(C(=O)OC)c1 (configuration not stated) returned KinaseGlo FLuc 0%, NPSR antag -12%, IMPase Li inh -2%, HttQ103 aggreg inconclusive, CBFb RUNX1 block 3%&4% and Epigenetic derep 4.1%&-1.1%.
`O=C(NNC(=O)c1ccc(NC(=O)c2ccccc2)cc1)c1ccccc1` gave KinaseGlo FLuc 1%, NPSR antag 0%, IMPase Li inh -9%, HttQ103 aggreg 17%, CBFb RUNX1 block -14%, Epigenetic derep 0.0% and L3MBTL1 block -7%.
For Cc1ccccc1/C=C1\SC(=S)N(/N=C/c2cc([N+](=O)[O-])ccc2O)C1=O the results were KinaseGlo FLuc 2%, NPSR antag -4%, IMPase Li inh -3%, HttQ103 aggreg -9%, CBFb RUNX1 block inconclusive and Epigenetic derep 3.9%.
For CS(=O)(=O)c1ccc2nc(NC(=O)c3cccc(NS(=O)(=O)c4ccc(F)c(F)c4)c3)sc2c1 the results were KinaseGlo FLuc -2%, NPSR antag -9%, IMPase Li inh 10%, HttQ103 aggreg inconclusive, CBFb RUNX1 block -1%, Epigenetic derep 1.1% and L3MBTL1 block 7%.
`C=CCc1ccc(OCC(O)COCC)c(OC)c1` (configuration not stated) gave KinaseGlo FLuc -4%, NPSR antag 0%[46.1 µM], IMPase Li inh 20%[38.3 µM], HttQ103 aggreg -8%, CBFb RUNX1 block 9% and Epigenetic derep -0.1%.
Screening COc1ccc(OC)c(NC(=O)CCNC(=O)Cn2cnc3ccccc3c2=O)c1 returned KinaseGlo FLuc 0%, NPSR antag 21%, IMPase Li inh inconclusive, HttQ103 aggreg -11%, CBFb RUNX1 block -10%, Epigenetic derep 0.0%&-2.2% and L3MBTL1 block -10%.
CCOC(=O)c1ccc(NC(=S)N2CCN(Cc3ccccc3)CC2)cc1 was read as KinaseGlo FLuc 2%, NPSR antag -15%, IMPase Li inh -8%, HttQ103 aggreg 1%, CBFb RUNX1 block -13%, Epigenetic derep 1.1% and L3MBTL1 block 4%.
For CC1(C)CC(=O)N(CC(=O)NCc2ccc(F)cc2)c2ccccc2S1(=O)=O the results were KinaseGlo FLuc 19%, NPSR antag -3%[46.1 µM], IMPase Li inh -3%[38.3 µM], HttQ103 aggreg 2%, CBFb RUNX1 block 0% and Epigenetic derep -1.0%.
Screening Cc1ccc2c(c1)-c1[nH]c(=S)ncc1CS2 returned KinaseGlo FLuc -2%, NPSR antag -6%, IMPase Li inh 5%, HttQ103 aggreg 5%, CBFb RUNX1 block -21%, Epigenetic derep 0.9% and L3MBTL1 block -15%.
`COc1nccnc1NS(=O)(=O)c1ccc(N=Cc2c(C)[nH]n(-c3ccc(C)c(C)c3)c2=O)cc1` gave KinaseGlo FLuc 10µM*, NPSR antag -17%[46.1 µM], IMPase Li inh -12%[38.3 µM], HttQ103 aggreg 13%, CBFb RUNX1 block -12%, Epigenetic derep 0.0% and L3MBTL1 block -11%.
Screening CCOCC(=O)Nc1nnc(SCCOC)s1 returned KinaseGlo FLuc 0%, NPSR antag 0%[46.1 µM], IMPase Li inh 18%[38.3 µM], HttQ103 aggreg -23%, CBFb RUNX1 block 1% and Epigenetic derep -1.0%.
For COc1ccc(-c2csc(N)n2)cc1F the results were KinaseGlo FLuc -5%, NPSR antag 17%, IMPase Li inh 15%, HttQ103 aggreg 18%, CBFb RUNX1 block -8%, Epigenetic derep 10.0% and L3MBTL1 block -25%.
CCn1cc([N+](=O)[O-])c(C(=O)Nc2nc(-c3ccc(C)cc3)c(C)s2)n1 was read as KinaseGlo FLuc -3%, NPSR antag -12%[46.1 µM], IMPase Li inh 26%[38.3 µM], HttQ103 aggreg inconclusive, CBFb RUNX1 block -18% and Epigenetic derep -2.0%.
